BRCA1 expr act: increases BRCA1 expression. AID 624202. MCF7-BRCA1-FFLuc reporter, luminescence, 48 h; response scale: scaled: vehicle 0%, 10 µM genistein 100%. 1.1% of 380,000 active. Potency, µM (top dose mostly 46.1 µM), without a hit: at the highest dose activation, usual class: activators; further: potency means the concentration at half of the fitted maximal effect; nearly all actives have a fitted effect of over 80% in size; some results filed as inactive show a strong effect at the top dose
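MCF7-BRCA1-FFLuc cells, 2000/well in phenol-red-free MEM, attached 2 h then treated 48 h at 37 C. Luciferase luminescence read 15 min after reagent; normalized to genistein maximum activation (10microM) and DMSO, concentration-response fitted.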
Tb PFK inh: inhibitors of T. brucei phosphofructokinase. O15648. T. brucei PFK, ADP-Glo luminescence. Potency, µM (top dose mostly 57.5 µM), for the others: at the highest dose activity, negative = inhibition, usual class: inhibitors. 0.17% of 330,000 active;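 further: potency means the concentration at half of the fitted maximal effect; 0% = uninhibited 1x PFK enzyme wells and -100% = no-enzyme wells; nearly all actives have a fitted effect of over 60% in size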
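PFK 1.25 nM, F6P 0.5 mM, ATP 0.1 mM, 0.1 M TEA pH 8.0, 5 mM MgCl2, 0.01% Tween20, 0.1% BSA; 45 min RT. ADP-Glo readout. qHTS titration up to 57 uM; curves fitted, compounds curve-classed.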
Rab9 promoter act: activators of Rab9 promoter. AID 485297. 2.8% of 320,000 active. Huh7 Rab9 promoter-luciferase reporter, luminescence, 24 h. Potency, µM (titrated, usually from 9.22 µM), without a hit: at the highest dose activation, negative = inhibition, most hits filed as activators; further: potency means the concentration at half of the fitted maximal effect; % of control where 0% means no effect; nearly all actives have a fitted effect of over 60% in size
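Cell-based reporter: Huh7 stable for Rab9 promoter-driven luciferase, plated in reduced-serum medium with 10% FBS at 1500 cells/well, compound-treated 24 h at 37 °C, luminescence read after 10 min reagent.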
NPC1 prom act: activators of NPC1 promoter; AID 485313; 2.4% of 320,000 active; Huh7 NPC1 promoter luciferase reporter, 24 h; Potency, µM (top dose mostly 9.22 µM), without a hit: top-dose activation, hits mostly activators;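 further: potency means the concentration at half of the fitted maximal effect; % of control where 0% means no effect; nearly all actives have a fitted effect of over 60% in size; reporter is driven by a mutant NPC1 promoter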
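Cells: Huh7 expressing luciferase under the NPC1 promoter, 1500/well. Seeded 2 h, compound added, incubated 24 h at 37 °C. Luciferase reagent, 10 min ambient, then luminescence.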
RORgamma inh: ROR gamma (mouse) transcription inhibition; 5.4% of 310,000 active; Drosophila S2 Gal4-RORgamma UAS-luciferase reporter, 20 h; P51450; Potency, µM (titrated, usually from 53.6 µM), for the others: top-dose activity change, negative = inhibition, usual class: inhibitors; further: potency means the concentration at half of the fitted maximal effect; on the % scale 0 is the no-effect control and ±100 the full control effect; nearly all actives have a fitted effect of over 60% in size
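Luminescence from a UAS-regulated Photinus luciferase reporter in stably transfected Drosophila Schneider cells is measured; decreased signal marks ROR gamma inhibition. Fusion expression is induced by 700 uM copper sulfate for 20 hr.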
ELG1 repair inh: blocks ELG1-dependent DNA repair in HEK293T cells. HEK293T ELG1-luciferase reporter, luminescence, 16 h; DNA damage induced by 5-fluorouridine. Potency, µM (highest dose often 46.1 µM), without a hit: at the top dose activity change, negative = inhibition, usual class: inhibitors. 2.3% of 330,000 active. AID 504467; further: potency means the concentration at half of the fitted maximal effect; on the % scale 0 is the no-effect control and ±100 the full control effect; nearly all actives have a fitted effect of over 55% in size
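In this reporter screen, reduction of luminescence relative to DMSO vehicle indicated activity. Compounds and 5-fluorouridine were added together to 2,000 cells per well, incubated for 16 hr at 37 °C, then developed with ONE-Glo.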
Gal4-VP16 FLuc: inhibits Gal4-VP16 luciferase reporter, ROR gamma counter-screen. Drosophila S2 Gal4-VP16 UAS-luciferase, luminescence, 20 h. Potency, µM (top dose mostly 53.6 µM), for inactives: at the highest dose activity, negative = inhibition, most hits filed as inhibitors. 3.5% of 310,000 active. AID 2546;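 further: Gal4-VP16 expression switched on by copper sulfate through the metallothionein promoter; potency means the concentration at half of the fitted maximal effect; on the % scale 0 is the no-effect control and ±100 the full control effect; nearly all actives have a fitted effect of over 50% in size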
FLuc modulator: counter-screen for miR-21 project: firefly luciferase inhibitors or activators; P08659; purified FLuc, Km substrates, luminescence inhibition; Potency, µM (doses to about 57.5 µM), without a hit: top-dose activity change, negative = inhibition, actives largely listed as inhibitors; 6.9% of 360,000 active; AID 588342;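 further: potency means the concentration at half of the fitted maximal effect; plate controls were vehicle for no effect and reference inhibitor for full effect; nearly all actives have a fitted effect of over 55% in size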
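Biochemical qHTS of compounds, final roughly 60 µM downward over six points, against 10 nM purified firefly luciferase using Km concentrations of substrates (10 uM D-luciferin, 10 uM ATP) in Tris acetate pH 7.5 buffer; luminescence output.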
ELG1 genotox: genotoxicity induction in ELG1-luciferase HEK293T cells | HEK293T ELG1-luciferase reporter, luminescence, 16 h | AID 504466 | Potency, µM (highest dose often 46 µM), inactives show top-dose activity change, positive = activation, actives largely listed as activators | 1.3% of 330,000 active; further: potency means the concentration at half of the fitted maximal effect; % of control where 0% means no effect; nearly all actives have a fitted effect of over 60% in size
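Cells (2,000/well) expressing the ELG1-luciferase fusion are dosed by pin tool and kept 16 hr at 37 °C, 5% CO2. Signal comes from ONE-Glo luciferase reagent after 30 min at room temperature.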
TRPV1 agonist: human TRPV1 agonism; Q8NER1; AID 540275; TRPV1-expressing cells, Fluo-8 calcium influx, agonist mode; activation, % at 8.33 µM; 0.19% of 320,000 active; in the data active means activation above about 80%; inconclusive means between about 30% and that limit; further: 0% is about no effect
Target sequence (Q8NER1 whole entry, looked up): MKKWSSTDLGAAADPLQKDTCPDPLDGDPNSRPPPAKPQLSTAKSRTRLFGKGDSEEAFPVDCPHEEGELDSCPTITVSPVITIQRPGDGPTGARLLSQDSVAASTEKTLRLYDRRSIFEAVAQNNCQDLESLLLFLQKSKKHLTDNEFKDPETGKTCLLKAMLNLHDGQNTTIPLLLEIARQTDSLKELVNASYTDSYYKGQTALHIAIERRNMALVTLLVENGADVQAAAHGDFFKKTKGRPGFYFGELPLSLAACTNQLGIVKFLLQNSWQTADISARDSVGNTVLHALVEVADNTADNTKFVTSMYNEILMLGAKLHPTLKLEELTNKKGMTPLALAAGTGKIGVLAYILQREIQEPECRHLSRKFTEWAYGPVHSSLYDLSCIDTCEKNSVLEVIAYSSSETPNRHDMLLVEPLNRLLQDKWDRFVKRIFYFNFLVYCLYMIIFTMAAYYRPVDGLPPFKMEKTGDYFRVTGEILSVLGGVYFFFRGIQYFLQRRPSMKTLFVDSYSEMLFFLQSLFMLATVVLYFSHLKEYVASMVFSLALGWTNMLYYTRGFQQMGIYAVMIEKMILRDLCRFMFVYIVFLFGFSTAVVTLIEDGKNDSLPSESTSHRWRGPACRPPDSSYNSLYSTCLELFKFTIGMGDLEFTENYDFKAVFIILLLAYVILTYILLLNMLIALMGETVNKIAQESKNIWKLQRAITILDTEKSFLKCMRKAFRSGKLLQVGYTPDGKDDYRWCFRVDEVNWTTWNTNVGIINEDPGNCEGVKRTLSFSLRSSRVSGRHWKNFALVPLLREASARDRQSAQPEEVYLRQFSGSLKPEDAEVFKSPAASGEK
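TRPV1-expressing cells were cultured overnight at 35.5C and loaded with Fluo-8 calcium dye for 40 to 90 min at room temperature. After a 10 s baseline, compound was added and calcium influx was read kinetically for 3 min (ex 480/em 520 nm).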
p53 reactivation: re-activators of mutant p53; AID 504706; H1299 p53-A138V BP100-luciferase reporter, luminescence, 24 h; 0.063% of 320,000 active; Potency, µM (highest dose often 92.2 µM), inactives show at the top dose activity change, positive = activation, hits mostly activators; further: potency means the concentration at half of the fitted maximal effect; % of control where 0% means no effect; nearly all actives have a fitted effect of over 45% in size
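p53-null H1299 cells stably carrying temperature-sensitive p53-A138V and a BP100-luciferase reporter were pinned with compounds (4-point, 1:5 series) and held 24 hrs at 37 deg C. Luminescence was read 10 min after detection reagent.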
Active calls of the source: *; ? = inconclusive; nt = not tested or not shown; [ ] = another dose, or the depositor's remark. Unless noted, the call rests on the fitted dose curve; in most records, active means well fitted curve in the direction sought with a large enough effect; inconclusive means small, poorly fitted or top-dose-only effect, or another doubt; inactive means no such curve, though single readings can be large; an effect the other way counts as inactive or inconclusive.

No.	Compound	BRCA1 expr act	Tb PFK inh	Rab9 promoter act	NPC1 prom act	RORgamma inh	ELG1 repair inh	Gal4-VP16 FLuc	FLuc modulator	ELG1 genotox	TRPV1 agonist	p53 reactivation
1	COc1ccc(C2=NN(C(=O)c3ccccc3)C(c3ccc(OC)c(OC)c3)C2)cc1OC (centres undefined)	-18%	-8%	-1%	1%	28%	-2%	0%	2%	10%	-4	2%
2	O=C(CCCOc1ccccc1)Nc1ccc2c(c1)OCCO2	0%	1%	3%	1%	12%	?	16%	12µM*	?	6	21%
3	O=C(Nc1cc(S(=O)(=O)N2CCCCC2)ccc1N1CCOCC1)c1ccc(F)cc1	-43%	-3%	11%	0%	nt	-11%	nt	-3%	0%	2	2%
4	Cc1ccc2nc(SCC(=O)NCc3ccc(F)cc3)[nH]c2c1	6%	4%	2%	0%	35%	-4%	10%	1%	-8%	4	-4%
5	COc1ccc(CCCc2nnc(SCC(=O)Nc3nc(C)cs3)n2C)cc1	1%	1%	-2%	0%	0%	?	-19%	1%	-1%	0	-4%
6	Cc1sc2c(c1C)c(=O)nc1n2Cc2ccccc2-1	nt	1%	1%	10%	-4%	?	-2%	-3%	20%	1	23%
7	COc1ccc(C(=O)C2CCCN(C3Cc4ccccc4C3)C2)cc1OC (centres undefined)	-28%	-29%	7%	-5%	9%	26%	-10%	-4%	-1%	-2	4%
8	COc1cccc(NS(=O)(=O)c2ccc3c(c2)N(C(C)=O)CCO3)c1	-2%	0%	10%	-1%	31%	-10%	-4%	2%	-7%	2	0%
9	O=C(OCC1COc2ccccc2O1)c1ccccc1F (centres undefined)	9%	0%	2%	1%	17%	?	-3%	6µM*	11%	?	?
10	O=C(Cn1c(CO)nc2ccccc21)NCCc1ccc(F)cc1	0%	-4%	0%	4%	?	7%	-3%	1%	0%	-2	-1%
11	Cc1nc(NC(=O)c2oc3ccccc3c2C)sc1C(=O)N(C)C	13µM*	0%	2.8µM*	?	-4%	?	-17%	11µM*	?	2	17%
12	CCc1ccc(CN2CCC(Oc3ccc(C(=O)N4CCCCC4)cc3)CC2)cc1	-29%	-4%	-8%	4%	13%	?	-8%	1%	-7%	1	1%
13	Cc1ccc(NC(=O)CN(C)CCOc2ccccc2)c([N+](=O)[O-])c1	42%	10%	-2%	0%	-8%	0%	8%	0%	-3%	26	3%
14	COc1ccc(/C(N)=N/OC(=O)c2ccc([N+](=O)[O-])c(C)c2)cc1OC	18%	4%	-2%	-3%	4%	-12%	7%	?	-4%	-2	10%
15	Nc1nc2c(F)cccc2s1	9%	3%	1%	-2%	21%	?	-4%	1%	0%	2	9%
16	COc1ccc(S(=O)(=O)N2CCN(C(=O)C3COc4ccccc4O3)CC2)cc1 (centres undefined)	-14%	27µM*	2%	-1%	nt	-22%	nt	3%	1%	12	-5%
17	COc1cc2cc(Oc3ccc4ccc(=O)oc4c3)c(=O)oc2cc1OC1OC(COC(=O)CC(C)(O)CC(=O)O)C(O)C(O)C1O (centres undefined)	2%	2%	2%	0%	4%	-2%	-4%	3%	-1%	2	6%
18	Cc1nnc(SCC(=O)c2c(N)n(C3CC3)c(=O)[nH]c2=O)n1C	-22%	-7%	nt	nt	nt	?	nt	nt	0%	nt	2%
19	CCOCCCNS(=O)(=O)c1ccc(-n2cnnn2)c(OC)c1	4%	0%	15%	2%	14%	13%	11%	0%	5%	-1	6%
20	Cc1ccnc(NC(=O)CCC(=O)N(CC(=O)NCc2ccc(F)cc2)c2cccc(F)c2)c1	-12%	-2%	-1%	-2%	23%	-1%	19%	4%	0%	0	3%
21	CCCC(=O)Nc1nc2c(c(=O)[nH]1)CCCC2	-16%	2%	-2%	-2%	-7%	4%	16%	7%	-2%	-1	-5%
22	CCCCn1c(=O)[nH]c(=O)c2c1ncn2Cc1ccco1	13%	3%	0%	-2%	23%	-8%	-5%	5%	-1%	1	-1%
23	O=c1c2ccccc2n(CC(O)CN2CCCCC2)c2ccccc12 (centres undefined)	4%	-3%	-6%	-1%	-2%	-3%	-10%	-1%	3%	1	-5%
24	Cc1ccc(NC(=O)c2ccco2)cc1NC(=O)CSc1nnc(-c2cccs2)n1C	3%	-7%	-3%	-4%	-44%[0.365 µM]	-3%	nt	-16%	-4%	1	-5%
25	CSc1cccc(N/C(=N/S(=O)(=O)c2ccccc2)NN)c1	-31%	7%	1%	1%	-38%	4%	-1%	-1%	-1%	-1	11%
26	O=C(COc1ccc(Br)cc1F)N1CCN(c2ncccn2)CC1	-5%	-1%	2%	-1%	15%	-2%	-15%	-6%	0%	-4	0%
27	Cc1ccc(-n2cc(C(=O)c3ccc(N4CCN(C)CC4)cc3)nn2)cc1Cl	-7%	0%	8%	1%	-2%	-8%	4%	-14%	-3%	1	3%
28	COCCNC(=O)c1c(C)cc(C)cc1C	0%	5%	0%	-8%	-19%	-4%	-7%	1%	-1%	3	?
29	Cc1cc(C)c(NS(=O)(=O)c2c(C)noc2C)c(C)c1	21%	-3%	-5%	0%	-20%	2%	-5%	-3%	0%	-1	3%
30	CCC(=O)c1c[nH]c(C(=O)NCC2CCCO2)c1 (centres undefined)	-7%	-2%	-5%	0%	?	26%	0%	-2%	0%	nt	-9%
31	N#Cc1c(Sc2ncc(C(F)(F)F)cc2Cl)nsc1C/C=N\OCc1c(F)cccc1Cl	-2%	3%	-7%	-2%	-17%	-4%	3%	9%	1%	21	8%
32	Cc1ccc(C(C#N)c2ccc(Cl)nn2)cc1 (centres undefined)	0%	1%	-1%	-11%	-4%	-6%	15%	1%	-1%	0	5%
33	N#CCCN(Cc1cccnc1)C(=S)NC(=O)c1ccco1	-3%	13%	1%	1%	-36%	14%	5%	0%	-2%	-3	-3%
34	Cc1onc(-c2c(Cl)cccc2Cl)c1C(=O)N1CCc2ccccc21	-35%	2%	-7%	-1%	12%	?	-8%	2%	-5%	?	-10%
35	CCc1ccc(OCC(O)CN2CCCC2)cc1 (centres undefined)	2%	5%	-4%	1%	-3%	-6%	-3%	-1%	3%	-1	nt
36	CCCOc1ccc(C2C(C(=O)/C=C/c3ccco3)=C(O)C(=O)N2CCN2CCOCC2)cc1OC (centres undefined)	3%	-2%	2%	-1%	-5%	10%	2%	-19%	2%	-4	-1%
37	N#CCCn1cc(/C=N/NC(=O)c2ccncc2)c(-c2ccccc2)n1	7%	-5%	0%	-3%	-42%	0%	-7%[0.365 µM]	10%	-1%	0	-3%
38	COc1ccc(NC(=O)n2ncc3c(C)cccc32)cc1OC	?	0%	3.2µM*	2.2µM*	1.1µM*	?	?	1.9µM*	?	27	?
39	COc1ccc(-c2nc(CSCC(=O)NC3CCN(Cc4ccccc4)CC3)c(C)o2)cc1OC	-26%	0%	1%	-4%	-10%	?	-1%	-1%	-2%[9.26 µM]	1	-3%
40	O=C1c2sc3nc4c(c(=O)n3c2C(=O)N1c1ccccc1)CCC4	2%	3%	7%	10%	37%	-11%	-3%	1%	-6%	21	3%
41	CC(C)(C)c1ccc(C(=O)Nc2ccc(O)c3c(=O)cc(-c4cccc(Cl)c4)oc23)cc1	-39%	6%	-6%	-9%	7%	5%	-8%	0%	8%	1	1%
42	O=S1(=O)CC(O)C(Nc2ccc(Cl)cc2)C1 (centres undefined)	0%	2%	-2%	0%	-13%	5%	-16%	5%	5%	-1	5%
43	CC(C)C(=O)Nc1ccc(C(=O)c2ccccc2)cc1	11µM*	2%	?	18%	49%	?	21%	?	11%	28	20%
44	CC(C)CCCNc1nc(N2CCOCC2)nc(N2CCOCC2)n1	-25%	0%	-2%	0%	3%	10µM*	-6%	0%	0%	?	-9%

From PubChem BioAssay
